# Source: PubChem
# LmPK inh = qHTS Assay for Inhibitors of Leishmania Mexicana Pyruvate Kinase (LmPK); purified LmPK, Kinase-Glo ATP luminescence, 1 h; Potency, µM (titrated, usually from 57.5 µM), for the others: at the top dose activity change, negative = inhibition, most hits filed as inhibitors; AID 1721, 2009; Q27686; actives 0.37% (n = 290,000)
# Target sequence (Q27686 whole entry, looked up): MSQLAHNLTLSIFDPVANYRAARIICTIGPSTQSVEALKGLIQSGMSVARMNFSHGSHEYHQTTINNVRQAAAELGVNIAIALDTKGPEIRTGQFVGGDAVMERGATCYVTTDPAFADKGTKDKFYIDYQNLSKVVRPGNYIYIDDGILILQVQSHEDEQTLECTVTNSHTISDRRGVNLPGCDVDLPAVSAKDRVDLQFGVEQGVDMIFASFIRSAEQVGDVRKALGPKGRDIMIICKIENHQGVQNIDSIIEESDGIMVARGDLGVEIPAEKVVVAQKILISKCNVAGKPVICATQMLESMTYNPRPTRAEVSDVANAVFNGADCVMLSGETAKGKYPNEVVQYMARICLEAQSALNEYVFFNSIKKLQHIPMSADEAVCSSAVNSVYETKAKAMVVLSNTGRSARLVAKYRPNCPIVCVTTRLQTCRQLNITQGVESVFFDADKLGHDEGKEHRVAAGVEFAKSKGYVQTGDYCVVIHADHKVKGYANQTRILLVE
#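 ATP generated from ADP (0.1 mM) and PEP (0.5 mM) by 0.1 nM LmPK over 1 h at room temperature (pH 7.2 imidazole buffer) was detected by coupled luciferase luminescence. Values were normalized to uninhibited and no-enzyme wells.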
# Pf growth 96h = Primary qHTS for delayed death inhibitors of the malarial parasite plastid, 96 hour incubation. P. falciparum luciferase reporter growth, 96 h. Potency, µM (top dose mostly 28.7 µM), for inactives: at the top dose activity change, negative = inhibition, most hits filed as inhibitors. actives 6.9% (n = 320,000). AID 504834, 2011
#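 Cell-based qHTS: luciferase-tagged P. falciparum in erythrocytes (2% hematocrit, 0.05% parasitemia final) incubated with compounds for 96 hours, 37 C, 5% CO2; luciferase detection reagent then added and luminescence measured.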
# Pf growth 48h = Primary qHTS for delayed death inhibitors of the malarial parasite plastid, 48 hour incubation. P. falciparum luciferase growth in erythrocytes, 48 h. Potency, µM (doses to about 28.7 µM), without a hit: top-dose activity change, negative = inhibition, most hits filed as inhibitors. actives 5.9% (n = 310,000). AID 504832, 2011
#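 Parasite viability was followed by luminescence of a genomically integrated firefly luciferase. Cultures held 0.1% parasitemia at 2% hematocrit (final), incubated under 5% CO2 at 37 C.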
# HCV inhibitor = qHTS Assay for Inhibitors of Hepatitis C Virus (HCV). Huh7.5.1 HCVcc-Cre infection, luciferase reporter, 44 h. Potency, µM (highest dose often 41.8 µM), for inactives: at the top dose activity change, negative = inhibition, hits mostly inhibitors. actives 3.4% (n = 340,000). AID 651820, 2012
#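 Infectious HCVcc-Cre (~0.5 moi) was added to cells just after compound, with cells seeded 4 h earlier at 1,000 per well. Luciferase activity after 44 h culture reported infection; substrate was incubated 15 min at room temperature before reading.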
# Sm TGR inh = qHTS Assay for the Inhibitors of Schistosoma Mansoni Peroxiredoxins. actives 3% (n = 360,000). Potency, µM (doses to about 114 µM), for inactives: at the top dose activity change, negative = inhibition, usual class: inhibitors. purified TGR, DTNB reduction, TNB absorbance 405 nm. AID 485364, 2010; also: nearly all actives have a fitted effect of over 60% in size
#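 Kinetic colorimetric format: TGR-catalysed, NADPH-driven DTNB reduction monitored via TNB absorbance. Enzyme dispensed at 20 nM; compound exposure 15 min at room temperature before reaction start.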
# Tb PYK inh = qHTS of Trypanosoma Brucei Inhibitors; pyruvate kinase (Trypanosoma brucei), Q57TT1; TbPYK enzyme, Kinase-Glo Plus ATP luminescence, 45 min; Potency, µM (top dose mostly 76.8 µM), without a hit: at the top dose activity, negative = inhibition, most hits filed as inhibitors; actives 0.12% (n = 410,000); also: nearly all actives have a fitted effect of over 50% in size
#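 Glycolytic pyruvate kinase of T. brucei was incubated with substrate, test compound and 130 uM ADP for 45 minutes at room temperature. Luminescent Kinase-Glo Plus signal was measured after 10 minutes.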
# * marks the source's active call; other numbers are inactive results; u = inconclusive; x = not tested or not shown; & = joins results of further samples; [ ] = another dose, or the depositor's remark. Calls follow the shape of the dose curve; as a rule, active = well fitted curve in the direction sought with a large enough effect; inconclusive = small, poorly fitted or top-dose-only effect, or another doubt; inactive = no such curve, though single readings can be large; an effect the other way counts as inactive or inconclusive. % is scaled to controls: 0 for no effect and ±100 for the full control effect; potency is read from the fitted curve at half-maximal effect.
SMILES,LmPK inh,Pf growth 96h,Pf growth 48h,HCV inhibitor,Sm TGR inh,Tb PYK inh
CC1(C)CC(NC(=O)c2cccc(S(=O)(=O)Nc3cccc(Cl)c3)c2)CC(C)(C)N1,x,4.7µM*,13µM*,6%,-1%,2%
COC(=O)c1ccc(OC(=O)C2CC(=O)N(c3cccc(C)c3)C2)cc1 (stereo not given),-5%,x,19%,1%,-36%,-7%
COc1ccc(N=Cc2c(O)n(Cc3ccccc3)c(=S)[nH]c2=O)c(OC)c1,1%,53%[activator],33%[activator],-29%,3%,-8%
Cc1nc2ccc(NC(=O)c3ccc(S(=O)(=O)N(C)C)cc3)cc2s1,12%,u,u,u,6%,4%
CO/N=C/C(=N\Nc1ccc(OC)cc1)C(=O)c1ccc(F)cc1,0%,11%,405%[activator],u,64%[activator],-13%
COc1cccc(CN2CCN(Cc3ccon3)CC2CCO)c1 (stereo not given),5%,u,16%,14%,-25%,-6%
COC(=O)c1cc(C(=O)OC)n(Cc2ccc(C)cc2)c1C,14%,-27%,x,-12%,-32%,-3%
CCOc1ccccc1N1CCN(C(=O)c2cccc(S(=O)(=O)N3CCOCC3)c2)CC1,x,u,u,-11%,-29%,-3%
O=C(Cn1cc(C(F)(F)F)cc(Cl)c1=O)Nc1cccc(Cl)c1,0%,64%[activator],36%[activator],12%,8%,4%
O=C(O)c1cn(Cc2ccccc2Cl)c2ccc(S(=O)(=O)N3CCOCC3)cc2c1=O,1%,u,-18%,-8%,0%,-5%
Cn1c(=O)c2c(ncn2CC(=O)N2CCN(c3ccccc3F)CC2)n(C)c1=O,3%,x,-4%,13%,0%,-2%
CC1CN(c2oc(-c3ccco3)nc2S(=O)(=O)c2ccccc2)CC(C)O1 (stereo not given),-1%,5%,6%,10%,u,-8%
COc1ccc(NC(=O)CSc2n[nH]c(CNc3cccc(C)c3)n2)cc1,-1%,u,28%,15%,6%,1%
Cc1ccc(NC(=O)CCC(=O)O)cc1F,-13%,x,9%,20%,-2%,2%
CN(C(=O)COC(=O)c1cccs1)c1c(N)n(Cc2ccccc2)c(=O)[nH]c1=O,x,6%,0%,15%,4%,2%
CN(CCOC(=O)c1cccc(Br)c1)C(C)(C)C,6%,u,x,-3%,3%,-1%
COc1ccc(C(=O)O/N=C(\N)c2ccccn2)cc1[N+](=O)[O-],5%,u,80%[activator],-19%,-19%,-3%
Cc1ccc(S(=O)(=O)NC2c3cccc4cccc(c34)C2Sc2nc(C)cc(C)n2)cc1 (stereo not given),1%,8.3µM*,10µM*,u,-7%,-3%
Cc1n[nH]c(C)c1Cc1ccc(C(=O)O)cc1,-2%,x,12%,4%,2%,2%
CC(=O)Nc1ccc(S(=O)(=O)NC2CC(=O)N(c3ccc(C)c(C)c3)C2)cc1 (stereo not given),x,u,-9%,0%,-7%,-10%
Cc1ccc(NC(=O)/C=C/C(=O)O)c([N+](=O)[O-])c1,-5%,u,13%,9%,u,-9%
CC(Cl)C(=O)NNc1cccc(Cl)n1 (stereo not given),-6%,-9%,31%[activator],18%,13µM*,-12%
CC(NCC(=O)Nc1ccccc1C(=O)NC1CC1)c1ccc(F)cc1F (stereo not given),x,-30%,u,-9%,-4%,1%
NC1=NC(=O)C(CC(=O)c2ccc(Cl)cc2)S1 (stereo not given),0%,-5%,38%[activator],16%,20µM*,-10%
NC(=O)c1ccc(NC(=O)CSc2nc3ccccc3c(=O)n2CCCN2CCOCC2)cc1,x,-28%,-27%,-16%,-3%,-4%
c1cncc(-c2cnc3ccccc3c2)c1,x,52%[activator],59%[activator],-8%,0%,-6%
O=C(Nc1cc2nn(-c3ccccc3)nc2cc1Cl)c1ccco1,-1%,-19%,64%[activator],-8%,-11%,-5%
CCCOc1ccc(N2CC(C(=O)NC(C)C)CC2=O)cc1 (stereo not given),3%,-15%,34%[activator],10%,11%,1%
CN(C)CCOC(=O)c1cccc(Br)c1,6%,75%[activator],x,6%,-17%,-3%
CCOC(=O)C1CCCN(C(=S)Nc2cccc(Cl)c2C)C1 (stereo not given),2%,u,23%,7%,-15%,2%
Cc1nc2nc(SCc3ccccc3)[nH]n2c(=O)c1CCC(C)C,1%,5%,44%[activator],0%,17%,-5%
Cc1ccc(Cn2nc(C)c(NC(=O)C3CC3)c2C)cc1,0%,u,u,6%,-7%,-2%
S=c1[nH]nc(Nc2cccc3ccccc23)s1,-22%,12%,15%,-1%,9%,u
NC(=O)C1CCN(c2nc(-c3ccc4ccccc4c3)cs2)CC1,x,u,u,x,u,u
O=C(OC(C(=O)NC1CCCC1)c1ccccn1)c1cccs1 (stereo not given),1%,19%,6%,8%,2%,0%
NC(=O)c1cc2ccccc2o/c1=N/NC(=O)c1cccc(F)c1,8%,u,59%[activator],-10%,38%,-2%

# Sorted by SMILES length (largest number first): part of the list above
SMILES,LmPK inh,Pf growth 96h,Pf growth 48h,HCV inhibitor,Sm TGR inh,Tb PYK inh
NC(=O)c1ccc(NC(=O)CSc2nc3ccccc3c(=O)n2CCCN2CCOCC2)cc1,x,-28%,-27%,-16%,-3%,-4%
Cc1nc2nc(SCc3ccccc3)[nH]n2c(=O)c1CCC(C)C,1%,5%,44%[activator],0%,17%,-5%
O=C(Nc1cc2nn(-c3ccccc3)nc2cc1Cl)c1ccco1,-1%,-19%,64%[activator],-8%,-11%,-5%
CCOC(=O)C1CCCN(C(=S)Nc2cccc(Cl)c2C)C1 (stereo not given),2%,u,23%,7%,-15%,2%
CCCOc1ccc(N2CC(C(=O)NC(C)C)CC2=O)cc1 (stereo not given),3%,-15%,34%[activator],10%,11%,1%
c1cncc(-c2cnc3ccccc3c2)c1,x,52%[activator],59%[activator],-8%,0%,-6%

# Carrying on:
SMILES,LmPK inh,Pf growth 96h,Pf growth 48h,HCV inhibitor,Sm TGR inh,Tb PYK inh
O=C1CN(C(=S)NC(=O)c2ccccc2[N+](=O)[O-])CCN1,-13%,7.4µM*,6%,34%[activator],0%,4%
COc1cccc2c(=O)c3ccoc3n(C)c12,-3%,98%[activator],71%[activator],-24%,-1%,4%
CCOc1ccccc1N1CCN(c2nc3ccccc3nc2C(C#N)C(=O)OC)CC1 (stereo not given),8%,u,u,15%,1%,2%
CN(C)c1ccc(NC(=O)CSc2nc3ccccc3c(=O)n2CC2CCCO2)cc1 (stereo not given),-5%,4.1µM*,-13%,2%,-1%,-14%
COc1cc(CCC(=O)N2CCN(S(=O)(=O)c3ccc(C)c(C)c3)CC2)cc(OC)c1OC,5%,4.7µM*,u,u,4%,0%
OCCN1CCN(CCCN2c3ccccc3Sc3ccc(C(F)(F)F)cc32)CC1,-2%,1.9µM*,5.2µM*,u,2%,7%&-1%
COc1ccc([N+](=O)[O-])cc1NC(=O)C(C)OC(=O)CSC(C)C(=O)Nc1cc(C)on1 (stereo not given),x,12%,6%,u,3%,-5%
CCOP(=O)(OCC)c1ccc(OP(=O)(c2cccc([N+](=O)[O-])c2)c2cccc([N+](=O)[O-])c2)cc1,5%,6%,-3%,4%,-5%,-1%
O=C(NCCc1ccco1)C(=O)NCC1OCCCN1S(=O)(=O)c1ccc(Cl)cc1 (stereo not given),-8%,-3%,-4%,x,-27%,-8%
CCOC(=O)Cc1csc(NC(=O)c2ccc(S(=O)(=O)N(CCOC)CCOC)cc2)n1,9%[11.5 µM],12%,3%,-5%,7%,1%
CC(C)Cn1c(N)c(C(=O)COC(=O)/C=C/c2cccs2)c(=O)n(C)c1=O,2%,u,u,4µM*,-10%,-5%
CN(CC(=O)Nc1cccc(F)c1)C(=O)CN1C(=O)NC2(CCCCC2)C1=O,x,u,3%,13%,0%,-12%
O=C(CN1CCN(C(=O)C2CCN(C(=O)/C=C/c3ccccc3)CC2)CC1)Nc1ccccc1Cl,x,u,37%[activator],u,-13%,4%
Cc1c(NC(=O)N(C)c2ccccc2)c(=O)n(-c2ccccc2)n1C,-2%,u,42%[activator],17%,0%,-4%
N/C(=N\OC(=O)CCc1ccccc1)c1ccc(Br)cc1,-5%,0%,19%,29%,9%,2%
Cn1c(=O)c2c(nc(SCCN3CCOCC3)n2Cc2ccccc2)n(C)c1=O,3%,-10%,-15%,-5%,u,-3%
O=C(NCc1ccco1)c1ccc(N2CCCC2=O)cc1,0%,46%[activator],71%[activator],-9%,1%,2%
CC(C)c1ccc(NC(=O)C2C3C=CC4(O3)C2C(=O)N(CCCN2CCOCC2)C4C(=O)NC2CCCCC2)cc1 (stereo not given),1%,15%,-17%,u,2%,1%
COc1cc2c(cc1OC)C(C)N(C(=O)c1cc3ccccc3o1)CC2 (stereo not given),0%,u,u,10µM*,5%,2%
O=C(CCn1c(=O)[nH]c2ccsc2c1=O)NCc1ccc(F)cc1,-2%,3%,u,14%,u,-2%
O=C(Nc1cccc(Cl)c1Cl)c1ccccc1NC(=O)C1CC=CCC1C(=O)O (stereo not given),-10%,15µM*,3%,8%,-4%,9%
C=C1[C@@H](C)C2[C@H](Cc3ccccc3)NC(=O)[C@]23OC(=O)CC[C@H](O)CCC[C@H](C)C/C=C/[C@H]3[C@@H]1O (stereo not given in full),-1%,0.37µM*,0.93µM*,x,-25%,x
COc1ccc(N(C)S(=O)(=O)c2cccc3cccnc23)c(OC)c1,-4%,u,20%,-27%,-1%,3%
O=C(NCCCN1CCCC1=O)NC1CCCCC1,-5%,-12%,x,14%,4%,8%
COc1ccc(/C=C2/C(=O)N(CC3CCCO3)C(=S)N2C)c(OC)c1 (stereo not given),3%,0%[5.75 µM],7%,-10%,-10%,-3%
CC(=O)Nc1c(C(=O)N2CCOCC2)sc2nc3c(cc12)COC(C)(C)C3,1%,u,11%,17%,2%,2%
C[C@@H]1O[C@@H](O[C@@H]2C(=O)c3c(O)cc(O)cc3O[C@H]2c2ccc(O)c(O)c2)[C@H](O)[C@H](O)[C@H]1O,x,41%[activator],46%[activator],5%,-13%,-10%
CCc1ccccc1NC(=O)CSc1n[nH]c(C)c1[N+](=O)[O-],5%,-22%,29%,-5%,2%,5%
COc1ccc(-c2csc3ncnc(N4CCN(S(=O)(=O)c5cccc(F)c5)CC4)c23)cc1,x,u,u,u,-2%,4%
CCCCC(=O)Nc1nn(CC)c2nc3c(C)cccc3cc12,7%,u,x,u,-2%,2%
C/C(=N\NC(=O)c1nn(C)c(C)c1Br)c1ccc(NC(=O)c2ccccc2F)cc1,0%,23%,43%[activator],u,-2%,-5%
COC(=O)CSc1nc2nc(-c3cccs3)cc(C(F)(F)F)c2c(=O)[nH]1,-1%,1%,x,3%,-26%,-10%
Cc1c2c(nc3ccccc13)CCC(C)C2 (stereo not given),1%,24%,135%[activator],-6%,0%,-15%
COCCn1c(SCC(=O)N2CCOCC2)nc2ccccc2c1=O,0%,-3%,-2%,-17%,-3%,8%

# Structural class, the entries above with a CF3 group (three)
SMILES,LmPK inh,Pf growth 96h,Pf growth 48h,HCV inhibitor,Sm TGR inh,Tb PYK inh
O=C(Cn1cc(C(F)(F)F)cc(Cl)c1=O)Nc1cccc(Cl)c1,0%,64%[activator],36%[activator],12%,8%,4%
OCCN1CCN(CCCN2c3ccccc3Sc3ccc(C(F)(F)F)cc32)CC1,-2%,1.9µM*,5.2µM*,u,2%,7%&-1%
COC(=O)CSc1nc2nc(-c3cccs3)cc(C(F)(F)F)c2c(=O)[nH]1,-1%,1%,x,3%,-26%,-10%
